Source: PubChem
esBAF inh = inhibitors of esBAF chromatin remodeling in mouse ES cells | Bmi1-luciferase knock-in reporter, 24 h; 100% = twice the neutral-well signal | reporter increase, % at 12.5 µM | 2% of 350,000 active | AID 602393; in the data active = activation above about 40%;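 note: 0% = median of the plate's neutral control wells and 100% = double that signal; a rise in the Bmi1 reporter signal indicates esBAF inhibition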
Xi reactivation = X-chromosome reactivation activator. XiGFP mouse fibroblasts, % GFP-positive cells imaging, 3 d; cells co-treated with 5-aza-dC sensitizer; scaled so ellipticine positive control = 100%. AID 743238. 0.055% of 360,000 active. activation, % at 7.58 µM;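 active = mean normalized replicate activation at least 10% and every replicate at or above 10%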;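 note: 0% = median of on-plate neutral control wells and 100% = ellipticine 6 µM median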
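material = 68-5-11 XiGFP fibroblast line | medium = DMEM plus 5-aza-dC sensitizer | schedule = 3 days compound exposure | benchmarks = positive control ellipticine, 6 µM final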
RAD54 inh = inhibitors of human RAD54 branch migration. Q92698. RAD54 Holliday junction branch migration, FAM/BHQ fluorescence. inhibition, % at 10.4 µM. 0.14% of 360,000 active. AID 602329;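 active = mean normalized replicate activity at least 40 and at least half of replicates scoring 40 or more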;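 note: 0% = median of neutral control wells and 100% = median of positive control wells; inhibitors cause a drop in the FAM fluorescence signal; in these data hits start at about 50%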
FN deposit inh = fibronectin deposition inhibition; inhibition, % at 12.6 µM; 0.086% of 350,000 active; AH1F fibroblasts, Alexa488-fibronectin deposition fluorescence, overnight;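 active = mean inhibition across replicates of 30% or more, regardless of how many single replicates reach that level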;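 note: positive control wells lacked labelled fibronectin entirely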
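test system = AH1F fibroblasts assembling fluorescent fibronectin matrix | quantity = 10000 AH1F cells per well | buffer or medium = DMEM plus 2% serum, read in PBS | doses = single dose, pinned | incubation = 1 h cell attachment, overnight exposure to compound and label | detection = fluorescence at 485 nm excitation, 525 nm emission | read-out basis = inhibition from reduced deposited-fibronectin fluorescence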
RAD52 inh = inhibitors of human RAD52 DNA annealing | P43351 | recombinant RAD52 DNA annealing, FRET fluorescence | inhibition, % at 18.7 µM | 0.46% of 360,000 active;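 active = every replicate showing at least 50% inhibition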
S100A4 MyoIIA = inhibitors of human S100A4 binding to myosin IIA peptide; 0.14% of 360,000 active; P26447; inhibition, % at 10.7 µM; S100A4/TAMRA-MyoIIA peptide fluorescence polarization;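 active = mean inhibition of at least 70% across replicates, with every replicate also reaching that level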
Target sequence (P26447 whole entry, looked up): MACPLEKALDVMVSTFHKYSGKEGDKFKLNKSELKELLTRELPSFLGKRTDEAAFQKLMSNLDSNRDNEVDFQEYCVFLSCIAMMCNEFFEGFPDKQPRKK
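Material: S100A4 monomer protein | Medium: HEPES pH 7.2 with CaCl2, KCl, NaCl, DTT, Triton | Reagent: Labelled myosin peptide probe, 5 nM | Doses: One dose per compound | Times: 5 min incubation before reading | Benchmarks: Neutral control DMSO, positive control TFP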
EWS-Fli block = blocks EWS/Fli oncoprotein-driven transcription; A673 NR0B1-luciferase reporter, viability-normalised; inhibition, % at 12.6 µM; 0.67% of 350,000 active; AID 651661;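 active = mean inhibition of at least 50% after viability correction, with every replicate also passing that limit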;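 note: firefly luciferase signal divided by Alamar Blue viability fluorescence both relative to DMSO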
E-selectin induc = induces E-selectin expression in human endothelial cells | activation, % at 7.58 µM | 0.37% of 260,000 active | HUVEC E-selectin immunofluorescence imaging; normalized: neutral wells 0, TNF-alpha wells 100;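 active = mean E-selectin-positive cell signal at least 10% of the positive control, reached in at least 60% of replicates, without over 20% cell loss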;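 note: in these data hits start at about 27%; measured in HUVEC primary endothelial cells; signal is the percent of cells scored E-selectin positive by PE staining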
Target sequence (P16581 whole entry, looked up): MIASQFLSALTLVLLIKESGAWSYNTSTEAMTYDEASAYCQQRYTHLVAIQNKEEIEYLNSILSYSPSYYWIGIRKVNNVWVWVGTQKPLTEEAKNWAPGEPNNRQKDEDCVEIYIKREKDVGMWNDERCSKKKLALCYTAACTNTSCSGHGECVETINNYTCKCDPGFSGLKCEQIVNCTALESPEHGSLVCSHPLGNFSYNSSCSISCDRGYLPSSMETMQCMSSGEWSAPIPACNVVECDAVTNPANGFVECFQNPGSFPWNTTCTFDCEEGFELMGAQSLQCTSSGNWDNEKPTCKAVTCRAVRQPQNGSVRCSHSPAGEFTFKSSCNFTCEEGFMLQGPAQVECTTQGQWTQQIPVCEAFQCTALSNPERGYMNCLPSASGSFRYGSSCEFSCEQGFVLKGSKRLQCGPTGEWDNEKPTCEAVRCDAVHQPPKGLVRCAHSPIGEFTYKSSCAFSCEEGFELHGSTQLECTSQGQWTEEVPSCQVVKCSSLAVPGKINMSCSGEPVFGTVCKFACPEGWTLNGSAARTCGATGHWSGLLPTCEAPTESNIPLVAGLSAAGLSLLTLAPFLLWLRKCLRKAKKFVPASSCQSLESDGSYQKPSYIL
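Assay system: HUVEC primary endothelial cells. Input: 3,000 HUVEC seeded per well. Doses: one compound dose added by pin transfer. Read-out basis: % PE-positive cells. Benchmarks: TNF-alpha high, DMSO low. Detection: immunofluorescence imaging. Buffer or medium: EGM-2, gelatin.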
Active calls of the source: *; x = not tested or not shown; & = joins results of further samples.

Values in the order: Xi reactivation | esBAF inh | EWS-Fli block | S100A4 MyoIIA | RAD54 inh | E-selectin induc | RAD52 inh | FN deposit inh
COc1ccc(C2CC(c3ccc(OC)cc3OC(C)=O)=NN2C(=O)c2ccccc2)cc1 (configuration not stated)
  0.1 | -3 | 21 | 26 | 1 | x | -18 | 1
CC(C)C[C@H](NC(=O)c1nc[nH]c1C(=O)NCCCCCNC(=O)OC(C)(C)C)C(=O)OCc1ccccc1
  0.8 | 1 | -1 | -1 | 3 | 0.1 | -5 | -9
O=C(NNC(=O)c1ccc(Cl)cc1Cl)c1ccc2ccccc2c1
  0.0 | 3 | -3 | 2 | 2 | -0.2 | -10 | -6
O=C1C[C@H]2[C@H](CO)[C@@H](OC(=O)c3ccc(-c4ccccc4)cc3)C[C@H]2O1
  0.0 | x | -99 | 5 | -14 | 0.0 | -15 | 5
O=C(c1cnccn1)N1CC[C@H]2[C@H](CO)Nc3ccc(-c4ccccc4F)cc3[C@H]21
  0.5 | 6 | 7 | x | -4 | 1.7 | x | 0
Cc1cc(NC(=O)CSc2ncc(C(=O)O)n2-c2ccc(F)cc2)no1
  0.0 | -12 | 3 | -2 | 1 | x | -5 | 4
C=CCn1c(SCC(=O)Nc2c(C)n(C)n(-c3ccccc3)c2=O)nc2scc(-c3ccccc3)c2c1=O
  x | 5 | x | x | -2 | -0.1 | x | 10
COc1ccc(-c2c(-c3ccc(OCC(=O)NN)cc3O)n[nH]c2C)cc1OC
  0.0 | -3 | 0 | -11 | 18 | -1.1 | 1 | -6
O=C1CN(C(=O)COC(=O)CNC(=O)c2ccc(Br)o2)c2ccccc2N1
  0.4 | x | -10 | 5 | x | 0.0 | -9 | 6
COc1ccccc1CNC(=O)C(C)Sc1ccsc1[N+](=O)[O-] (configuration not stated)
  0.1 | x | 11 | 1 | x | x | -7 | 0
O=C1SC(Cc2ccccc2)C(=O)N1c1ccccc1 (configuration not stated)
  0.1 | 6 | 8 | -6 | -1 | -0.6 | -11 | 5
COC(/C=C/Nc1ccc(C)cc1)=C(C#N)C#N
  x | -1 | 8 | 1 | -8 | x | -7 | x
C=C1CCN([C@@H](Cc2ccccc2)C(=O)O)S(=O)(=O)c2ccccc21
  0.4 | 15 | 9 | -5 | 0 | 0.1 | -9 | 1
COc1ccc(F)c(CN(C)CC2CCCN(CCc3ccc(F)cc3)C2)c1 (configuration not stated)
  0.2 | -7 | 5 | -16 | 7 | 0.0 | -18 | -6
NC(=O)COC(=O)c1cccnc1Nc1ccccc1F
  0.3 | 8 | -1 | 0 | -8 | -0.7 | -9 | x
C[N+](C)(C)CC(O)CC(=O)O (configuration not stated)
  -0.1 | 12 | 1 | -3 | -10 | 0.1 | 7 | -8
C/C(=N/NC(=O)C(=O)N/N=C(/C)c1ccccc1)c1ccccc1
  0.0 | x | -7 | 5 | x | 1.5 | -9 | 2
C[C@H]1CN([C@@H](C)CO)C(=O)c2cc(NS(C)(=O)=O)ccc2O[C@@H]1CN(C)C(=O)Nc1ccc(C(F)(F)F)cc1
  0.0 | -4 | -2 | 0 | 4 | -19 | 5 | x
CN(C)S(=O)(=O)c1cccc(NC(=O)/C=C/c2ccccc2[N+](=O)[O-])c1
  0.0 | x | -26 | -8 | x | x | -26 | -7
O=S1(=O)c2ccc(Br)cc2N2CC[C@H](C2)N1Cc1ccc(Cl)cc1
  0.3 | 1 | 66* | -2 | -2 | 0.9 | 1 | 4
CCOC(=O)c1c(C)[nH]c(C)c1S(=O)(=O)NCCCc1ccco1
  0.1 | -1 | x | -8 | x | 0.0 | -8 | 4
COc1ccc2oc(C(=O)NCc3ccccc3CN3CCCC3)c(C)c2c1
  -0.3 | 0 | 1 | 4 | 5 | x | -14 | -5
CCCCCCSc1ccc(-c2nc3ccc(C)cn3c2NCCCC)cc1OC
  -0.2 | x | 24 | -31 | x | -0.1 | -7 | -14
CN1[C@@H](CO)[C@@H]2c3ccccc3N(C(=O)Nc3cc(F)ccc3F)C[C@@H]21
  0.0 | -1 | -3 | 3 | -11 | 0.1 | 7 | -4
CCC(=O)NC(Cc1ccccc1)c1ccc2c(c1)OCCCO2 (configuration not stated)
  0.3 | 4 | -16 | 4 | 5 | -0.8 | -3 | -6
CC[C@]12c3[nH]c4cc(-c5ccco5)ccc4c3CCN1C(=O)[C@@H](CC(=O)NCc1ccco1)C[C@@H]2C(=O)N1CCN(C(=O)c2ccco2)CC1
  0.2 | 1 | 6 | -2 | -18 | -0.8 | -51 | 9
O=C(NCCCN1CCOCC1)c1ccc2c(c1)N(Cc1c(F)cccc1Cl)C(=O)c1ccccc1S2
  -0.1 | -2 | x | -4 | -8 | x | -10 | -6
C[C@@H]1CN([C@H](C)CO)C(=O)c2cc(C#CC3CCCCC3)cnc2O[C@@H]1CN(C)C(=O)Cc1ccccn1
  -0.5 | -2 | -10 | 4 | -8 | 8.3 | -22 | 3
CC(C)CN1CCN(Cc2cccc3nccnc23)CC1CCO (configuration not stated)
  0.0 | x | 0 | 0 | x | x | -2 | -7
O=C(CN1CCSC1=O)N1CCN(S(=O)(=O)c2ccc(F)cc2)CC1
  0.3 | -7 | -4 | 2 | x | -0.1 | -9 | 2
COc1ccccc1NC(=S)NCc1ccc(S(N)(=O)=O)cc1
  0.1 | x | -12 | 0 | 0 | -1.4 | -24 | 0
CCOC(=O)N(C)C[C@@H]1OCc2cn(nn2)CCCC(=O)N([C@@H](C)CO)C[C@H]1C
  0.0&0.2 | -1&-1&-3 | -1&2&-5 | 1&7 | 0&4 | 0.1&0.0 | -12&-12 | -2&3
N#Cc1c(C(F)(F)F)cc(-c2cccs2)nc1SC(C(=O)O)c1ccccc1 (configuration not stated)
  0.0 | -3 | 11 | 0 | -1 | 0.6 | -2 | -6
O=S(=O)(NC1CCCCC1Nc1ccccc1)c1ccccc1 (configuration not stated)
  0.0 | x | -1 | -7 | x | x | -9 | 3
Cn1cccc1Cc1nnc(SCC(=O)N2CCCCCC2)n1-c1ccc(F)cc1
  0.1 | -8 | 26 | -8 | -1 | 0.3 | -92 | 1
O=C(C=Cc1ccccn1)c1ccccc1
  0.3 | 5 | 13 | -2 | -6 | -0.5 | -11 | 3
Cc1cccc(N(C)c2cc(C)nc3nc(C)nn23)c1
  0.3 | 1 | -2 | 0 | -11 | 1.6 | -7 | -1
O=C(NCCCNCc1ccccc1)c1ccncc1
  x | 2 | x | 3 | -2 | x | -5 | x
CCCCOc1ccc(C(=O)NCC(=O)OCCCOC(=O)CNC(=O)c2ccc(OCCCC)cc2)cc1
  0.0 | 2 | 15 | -1 | 3 | 2.0 | 0 | -7
C[C@@H]1CCCCO[C@@H](CN(C)Cc2ccc(C(=O)O)cc2)[C@@H](C)CN([C@H](C)CO)C(=O)c2cc(NS(=O)(=O)c3ccc(F)cc3)ccc2O1
  -0.2 | 3 | -11 | 10 | 9 | 0.0 | 0 | x
C[C@@H]1CCCCO[C@@H](CN(C)Cc2ccc(C(=O)Nc3ccccc3N)cc2)[C@@H](C)CN([C@H](C)CO)C(=O)c2cc(NC(=O)CCC(F)(F)F)ccc2O1
  0.1 | x | -19 | -6 | x | 0.5 | 9 | -22
O=C1NC(=O)C(=Cc2ccccc2[N+](=O)[O-])S1
  0.2 | 10 | -63 | -6 | 2 | -0.5 | -15 | -9
O=C(NCc1ccccn1)[C@@H]1C[C@H]1[C@@H](NP(=O)(c1ccccc1)c1ccccc1)c1ccccc1
  0.0 | -9 | -3 | -6 | -2 | 1.0 | -5 | 6
CO[C@@H]1CN(C)C(=O)c2cc(NC(=O)NC3CCCCC3)ccc2OC[C@@H](C)N(C(C)=O)C[C@H]1C
  0.1 | -2 | -6 | 48 | 6 | -0.1 | 6 | 1
Cc1noc(C)c1NC(=O)N(C)C[C@@H]1OCCCC[C@@H](C)Oc2ccc(NS(=O)(=O)c3c(C)noc3C)cc2C(=O)N([C@H](C)CO)C[C@H]1C
  -0.7 | -3 | -5 | -19 | -9 | 0.1 | 5 | x
C[C@H](NC(=O)C[C@@H]1CC[C@@H](NC(=O)C2CC2)[C@H](CO)O1)c1ccccc1
  -1.1 | 2 | 2 | -43 | 1 | -0.1 | -2 | 1
c1ccc(-c2cc3c(N4CCN(c5ncccn5)CC4)ncnc3s2)cc1
  0.0 | x | 15 | 5 | x | 3.0 | -34 | -9
COC(=O)C1CN(C(=O)C(C)Oc2ccc(F)cc2)c2ccccc2O1 (configuration not stated)
  0.1 | 4 | -10 | -1 | -5 | -0.1 | 1 | 0
CCCn1nc(C(=O)Nc2nc3ccccc3[nH]2)c2ccccc2c1=O
  0.4 | 0 | -4 | -2 | 9 | 2.1 | -16 | -3
Cc1cccc(S(=O)(=O)NC(=O)C2(C)CCN2C(=O)c2sccc2C)c1 (configuration not stated)
  0.4 | -5 | -10 | -1 | 8 | 3.0 | -2 | -19
N/C(=N/O)c1nc(N2CCCC2)nc(N2CCCC2)n1
  0.2 | -4 | 7 | -1 | 2 | x | -5 | -7
CCNC(=O)c1cc2c(c(-c3cccc(Br)c3)n1)[C@H](CCO)NC2
  0.0 | x | x | 4 | x | 1.3 | -28 | -7
CCc1sc(C(=O)NC(C)C2CCCO2)cc1Br (configuration not stated)
  -0.1 | 2 | -8 | -1 | -5 | -0.3 | -9 | 2
COC(=O)c1c(NC(=O)C2CCCCC2)sc2c1CCN(C(C)C)C2
  0.0 | -5 | 1 | 1 | 9 | 0.1 | -1 | 13
Cc1ccc(Oc2ncccc2C(=O)NCC(=O)O)cc1
  -0.1 | x | 3 | 0 | x | -0.5 | -1 | 5
CC(C)CN(C(=O)COC(=O)c1ccc(-c2ccccc2)cc1)C1CCS(=O)(=O)C1 (configuration not stated)
  0.0 | 7 | -3 | 4 | 7 | x | 6 | -2
O=C(CN1C(=O)NC2NC(=O)NC21)NN=C1CCCC1 (configuration not stated)
  -0.1 | x | -7 | -7 | x | x | -1 | 1

Quoted from the results shown, 7 compounds:
Values in the order: Xi reactivation | esBAF inh | EWS-Fli block | S100A4 MyoIIA | RAD54 inh | E-selectin induc | RAD52 inh | FN deposit inh
O=C1NC(=O)C(=Cc2ccccc2[N+](=O)[O-])S1
  0.2 | 10 | -63 | -6 | 2 | -0.5 | -15 | -9
O=C(NCc1ccccn1)[C@@H]1C[C@H]1[C@@H](NP(=O)(c1ccccc1)c1ccccc1)c1ccccc1
  0.0 | -9 | -3 | -6 | -2 | 1.0 | -5 | 6
CO[C@@H]1CN(C)C(=O)c2cc(NC(=O)NC3CCCCC3)ccc2OC[C@@H](C)N(C(C)=O)C[C@H]1C
  0.1 | -2 | -6 | 48 | 6 | -0.1 | 6 | 1
Cc1noc(C)c1NC(=O)N(C)C[C@@H]1OCCCC[C@@H](C)Oc2ccc(NS(=O)(=O)c3c(C)noc3C)cc2C(=O)N([C@H](C)CO)C[C@H]1C
  -0.7 | -3 | -5 | -19 | -9 | 0.1 | 5 | x
C[C@H](NC(=O)C[C@@H]1CC[C@@H](NC(=O)C2CC2)[C@H](CO)O1)c1ccccc1
  -1.1 | 2 | 2 | -43 | 1 | -0.1 | -2 | 1
c1ccc(-c2cc3c(N4CCN(c5ncccn5)CC4)ncnc3s2)cc1
  0.0 | x | 15 | 5 | x | 3.0 | -34 | -9
COC(=O)C1CN(C(=O)C(C)Oc2ccc(F)cc2)c2ccccc2O1 (configuration not stated)
  0.1 | 4 | -10 | -1 | -5 | -0.1 | 1 | 0
